Source: PubChem (The Scripps Research Institute Molecular Screening Center)
OXTR potentiate: potentiators of human oxytocin receptor | CHO-OTR cells, Fluo-8 calcium fluorescence, potentiator mode; 0% = oxytocin EC15, 100% = EC100 | P30559 | hit rate 0.061% among 320,000 | activation, % at 3 µM;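 active = activation above that plate's cutoff, the mean activation of tested compounds plus 3 SD, cut at about 6.6% in these data, passing the limit was not always enough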;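 note: 100% uses oxytocin at 75 nM as the full agonist control; some results filed as inactive read as strong as hits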
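Material: human OTR in CHO cells. Compound: 3.0 µM, one dose. Timing: compound 6 min at room temperature before oxytocin, 100 s read. Evaluation: % activation of max/min ratio relative to oxytocin controls. Replication: single well per compound, singlicate. Signal: Fluo-8 calcium dye fluorescence.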
CHO parental Ca: signal in parental CHO cells, OX1R antagonist counter-screen; parental CHO-K1, ATP-induced calcium, Fluo-8 fluorescence; inhibition, % at 5.6 µM; hit rate 0.63% among 330,000;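 active = inhibition above that plate's mean sample inhibition plus 3 SD, cut at about 26% in these data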;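 note: 0% = ATP-challenged DMSO wells and 100% = DMSO wells without ATP; some compounds past the cut are filed as inactive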
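Assay system – parental CHO cells · Reagent – ATP stimulus · Detection – intracellular calcium via Fluo-8 no-wash fluorescent dye · Evaluation – percent inhibition of ATP-evoked calcium rise, normalized to controls · Controls – ATP wells versus no-ATP DMSO wells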
TAAR1 ag: human TAAR1 agonism. Q96RJ0. CHO RD-HGA16 TAAR1, Fluo-8 calcium fluorescence; vehicle wells 0%, saturating PEA agonist 100%. activation, % at 3 µM. hit rate 0.99% among 360,000;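 active = activation above the mean activation of all test compounds in the run plus 3 SD, cut at about 38% in these data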
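Assay system: CHO-derived RD-HGA16 cells with stable Gα16 and human TAAR1; timing: 17-24 h seeding, 75 min 37 °C dye, 30 min RT; read-out: % activation from peak over basal fluorescence ratio, DMSO-to-PEA scaled; measured by: kinetic Fluo-8 calcium fluorescence; benchmarks: low control DMSO, high control PEA (EC100); doses: 3 µM single concentration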
V1R ag counter: activates human V1a receptor in oxytocin agonist counter-screen | P37288 | CHO-V1R cells, Fluo-8 calcium fluorescence, agonist mode; 0% DMSO, 100% 3 nM vasopressin | activation, % at 3 µM | hit rate 0.25% among 320,000;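 active = activation above the mean activation of all tested compounds plus 3 SD, per screening run, cut at about 20% in these data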;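 note: signal is peak over basal fluorescence ratio across a 100 second FLIPR read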
Target sequence (P37288 whole entry, looked up): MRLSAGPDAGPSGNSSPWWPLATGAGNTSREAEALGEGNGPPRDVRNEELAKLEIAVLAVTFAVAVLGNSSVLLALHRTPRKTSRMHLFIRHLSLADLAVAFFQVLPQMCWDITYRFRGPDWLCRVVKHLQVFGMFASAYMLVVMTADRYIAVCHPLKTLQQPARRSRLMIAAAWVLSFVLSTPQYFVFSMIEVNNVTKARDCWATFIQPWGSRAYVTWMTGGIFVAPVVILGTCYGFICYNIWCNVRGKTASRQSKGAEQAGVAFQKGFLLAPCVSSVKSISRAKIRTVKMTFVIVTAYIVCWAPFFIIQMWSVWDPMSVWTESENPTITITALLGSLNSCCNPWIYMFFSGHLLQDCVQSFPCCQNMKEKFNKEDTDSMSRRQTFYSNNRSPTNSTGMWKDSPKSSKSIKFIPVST
TAAR1 antag: antagonists of human TAAR1. CHO RD-HGA16 TAAR1, Fluo-8 calcium fluorescence, antagonist. inhibition, % at 3 µM. hit rate 1.5% among 360,000. AID 624466;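 active = inhibition above a per-plate cutoff, the mean inhibition of test compounds on that plate plus 3 SD, cut at about 49% in these data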;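 note: 0% = DMSO plus EC80 beta-PEA response and 100% = DMSO alone without agonist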
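Test system – hTAAR1-expressing CHO RD-HGA16 cells, Gα16-coupled · Also added – β-PEA at EC80 concentration, post-compound challenge · Compound – 3 µM, single point · Incubation – dye loading 75 min at 37 °C, then 30 min room temperature · Measured by – Fluo-8 intracellular calcium dye fluorescence, real-time kinetic reads · Benchmarks – vehicle and agonist controls · Replicates – singlicate, one well per test compound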
CHRM1 agonist: human M1 muscarinic receptor agonism | CHO-K1 hM1, Fluo-8 calcium fluorescence, agonist mode; 0% DMSO, 100% acetylcholine EC100 | activation, % at 3 µM | P11229 | hit rate 0.33% among 360,000;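 active = activation above the run's mean compound activation plus 3 SD, cut at about 16% in these data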;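 note: peak over basal fluorescence ratio within a 140 s kinetic read after compound addition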
Target sequence (P11229 whole entry, looked up): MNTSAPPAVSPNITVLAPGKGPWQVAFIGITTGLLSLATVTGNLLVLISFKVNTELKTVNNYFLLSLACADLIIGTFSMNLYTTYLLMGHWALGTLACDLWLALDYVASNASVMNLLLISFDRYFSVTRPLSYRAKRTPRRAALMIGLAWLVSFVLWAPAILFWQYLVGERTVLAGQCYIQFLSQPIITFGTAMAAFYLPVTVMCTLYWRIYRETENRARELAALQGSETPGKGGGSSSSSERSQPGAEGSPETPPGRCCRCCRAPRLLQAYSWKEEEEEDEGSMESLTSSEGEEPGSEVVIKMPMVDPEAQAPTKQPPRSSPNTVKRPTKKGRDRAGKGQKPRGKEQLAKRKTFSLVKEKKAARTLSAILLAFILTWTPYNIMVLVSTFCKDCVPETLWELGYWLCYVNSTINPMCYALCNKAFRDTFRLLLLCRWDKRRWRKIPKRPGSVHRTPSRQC
CHO-K1 Ca antag: M1 antagonist counterscreen hit in parental CHO-K1 cells; ATP-induced calcium, Fluo-8 fluorescence; inhibition, % at 3 µM; hit rate 0.6% among 360,000;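 active = inhibition above a per-plate cutoff, the plate's mean sample inhibition plus 3 SD, cut at about 24% in these data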;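 note: 0% = DMSO plus EC80 ATP and 100% = DMSO alone without ATP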
CHO-K1 Ca PAM: nonselective activator or artifact in parental CHO-K1 calcium assay | ATP EC20, Fluo-8 calcium fluorescence; 0% at ATP EC20, 100% at ATP max | activation, % at 3 µM | hit rate 0.02% among 360,000 | AID 602247;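 active = activation above the run cutoff, the mean activation of all test compounds plus 3 SD, cut at about 40% in these data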;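 note: peak over basal fluorescence ratio in a 140 s read after ATP addition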
M1 ag parental: M1 agonist counterscreen hit in parental CHO-K1 cells | hit rate 0.48% among 360,000 | activation, % at 3 µM | Fluo-8 calcium fluorescence; scaled to maximal ATP response, vehicle zero; in the data active = activation above about 15%;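 note: untransfected CHO-K1 host cells lacking M1 receptor as counterscreen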
* = called active by the depositor; · = no result given; & = joins results of further samples.

SMILES | OXTR potentiate | CHO parental Ca | TAAR1 ag | V1R ag counter | TAAR1 antag | CHRM1 agonist | CHO-K1 Ca antag | CHO-K1 Ca PAM | M1 ag parental
O=C(Cc1csc(-c2ccc(F)cc2)n1)Nc1cccc(S(=O)(=O)NC2=NCCC2)c1 | -7 | -19 | -1 | -0.3 | -21 | -5 | -8 | -11 | 0.1
O=C(CCC(=O)c1cccs1)NNC(=O)c1ccc(Cl)cc1 | 1 | 3 | 7 | -0.3 | 10 | -3 | -11 | 3 | -0.2
COC(=O)c1c(NC(=O)C2CC(C)=C(C)CC2C(=O)O)sc2c1CCCCC2 (configuration not stated) | · | · | -1 | · | -28 | -4 | -8 | 9 | 0.7
CCN(C(C)=O)N(CC)c1nc(Cl)nc(NC(C)C)n1 | -3 | -14 | 0 | -0.4 | 3 | -3 | 6 | 5 | 0.1
Cc1cc(C)c(NC(=O)Cn2c([N+](=O)[O-])cnc2C)c(C)c1 | -2 | 5 | 0 | -0.2 | -22 | -3 | -3 | 9 | 2.1
COc1ccc(OCCSc2nc(-c3ccccc3)cc(=O)[nH]2)cc1 | -5 | 2 | 0 | 0.9 | 1 | -9 | 9 | -3 | 3.8
COCCn1c(N)c(C(=O)Nc2sc3c(c2C(=O)OC)CCCC3)c2nc3ccccc3nc21 | -10 | -6 | 7 | -0.1 | -14 | 1 | -7 | 15 | 1.0
COCCn1c(SCC(=O)Nc2cc(C)cc(C)c2)nc2ccccc2c1=O | -7 | -15 | 8 | 0.0 | -17 | -1 | 5 | -12 | 0.6
Cc1noc(NS(=O)(=O)c2ccc(NC(=O)c3oc4ccc(F)cc4c3C)cc2)c1C | · | · | 0 | · | 8 | -4 | -5 | 14 | 0.8
c1ccc2nc(NN=C3CCCCC3)ccc2c1 | · | · | -1 | · | -20 | 1 | 2 | -12 | -1.0
CCCNC(=O)NCCC12CC3CC(CC(C3)C1)C2 | -4 | -6 | 2 | 0.3 | 13 | -5 | 7 | 1 | 0.0
CCN1CCN(c2ccc(NC(=O)c3ccc([N+](=O)[O-])o3)cc2Cl)CC1 | · | · | 4 | · | -8 | -8 | 8 | -8 | 0.6
COc1ccc(C)cc1NC(=O)COC(=O)c1ccc2ccccc2n1 | -1 | -24 | 2 | 2.1 | 2 | -2 | -1 | -4 | 1.7
CCCN(Cc1ccccc1)C(=S)Nc1cccc(C(F)(F)F)c1 | -15 | -17 | 0 | 0.8 | -14 | -12 | -6 | -6 | 7.2
CC(c1ccccc1)N(NC(=O)C(O)(c1ccccc1)c1ccccc1)C(=O)c1ccccc1 (configuration not stated) | -5 | -4 | 5 | -0.4 | -14 | -6 | -10 | 20 | 1.3
CC(C)c1nnc(SCC(=O)Nc2ccc3c(c2)OCO3)n1C | 5 | -7 | 11 | 0.4 | -2 | -5 | -3 | 1 | -0.3
CN(CC(=O)NCc1ccccc1Cl)CC(=O)Nc1ccccc1Br | -6 | -22 | 4 | 0.9 | 7 | -4 | -15 | 1 | 1.6
O=C(CSc1nnnn1-c1ccc2c(c1)CCC2)NCc1cccs1 | -14 | -23 | 6 | 1.4 | -19 | -2 | -5 | -13 | 0.6
O=C(Nc1ccc(Cl)cc1)N1CCC(c2nc(-c3cccs3)no2)CC1 | -4 | -20 | 8 | 2.5 | 22 | -9 | -6 | 3 | 6.0
COc1cnn(-c2cccc(C(F)(F)F)c2)c(=O)c1Cl | -4 | -2 | 0 | 0.0 | -18 | -2 | 0 | 13 | -0.5
Nc1nnc(SCC(=O)NNC(=O)c2ccc([N+](=O)[O-])cc2)s1 | 2 | -2 | 3 | 0.5 | -19 | 0 | -18 | 0 | 0.5
CCOC(=O)C1=CN(Cc2cccc(F)c2)S(=O)(=O)NC1c1cccc(OC)c1 (configuration not stated) | · | -13 | 2 | · | 1 | -3 | -22 | 13 | 0.3
C#CC(CC)(CC)NC(=O)c1ccc(Br)s1 | -9 | -7 | -2 | -1.5 | -5 | -7 | -10 | 9 | 0.2
O=C(Cc1ccccc1)Nc1nccs1 | -8 | -3 | 4 | 1.0 | -1 | -2 | -2 | -7 | 0.6
Cc1csc(Nc2ccccc2)n1 | -5 | -2 | 3 | -1.3 | -30 | -4 | -12 | -12 | 0.2
O=C(CCCN1C(=O)/C(=C\c2cccs2)SC1=S)Nc1ccc(O)cc1C(=O)O | -7 | 2 | 2 | -0.7 | -44 | 0 | -3 | 15 | -0.9
COC(=O)CSc1nnc(CNc2ccc(Cl)cc2)n1-c1ccccc1 | -20 | -2 | 5 | 2.5 | 2 | -1 | -11 | 18 | 1.8
COc1ccccc1CNC(=O)COC(=O)CSc1ccc(Cl)cc1 | 4 | -7 | 0 | 0.0 | 1 | 1 | 17 | -33 | -0.5
N#C/C(=C\c1cccc(OC(=O)c2cccs2)c1)C(N)=O | -3 | -4 | -3 | -0.5 | -13 | -8 | -11 | 24 | 2.5
Cc1cccc(OCCCn2c(CO)nc3ccccc32)c1 | -3 | -11 | -1 | 2.9 | -33 | 0 | 5 | -5 | 6.9
CN(C)CCOC(=O)C1(c2ccccc2)CCOCC1 | -2&-2 | -5&-3 | 21&9 | 0.5&0.6 | -2&3 | -6&-5 | -5&1 | 10&11 | 0.4&0.5
Cc1ccc(NC(=O)CN2C(=O)NC3(CCCc4ccccc43)C2=O)c(C)c1 (configuration not stated) | · | · | 4 | · | -8 | 3 | -3 | 2 | 1.9
CCS(=O)(=O)c1ccc2oc(SCC(=O)NCCc3ccc(F)cc3)nc2c1 | -17 | -12 | 5 | 1.2 | -13 | -3 | 6 | -14 | 0.9
CCCN1C(=O)C(O)(CC(=O)c2cccc(OC)c2)c2ccccc21 (configuration not stated) | -6 | -31 | 6 | -0.7 | -9 | -3 | -8 | 5 | 0.1
Cc1ccc(NC(=O)C(Cc2ccccc2)NC(=O)OCc2ccccc2)cc1C (configuration not stated) | -5 | -24 | 1 | 7.1 | 36 | -5 | 4 | 3 | 0.6
CN1CCN(c2ccc(NC(=O)N3CCc4ccccc43)cc2)CC1 | -3 | -6 | 29 | 0.8 | 0 | -9 | 15 | -11 | 0.1
CCOC(=O)c1cc(C)[nH]c1C | 2 | -7 | 1 | -1.9 | -38 | -2 | -4 | 7 | 0.2
COc1ccc(CC(=O)Nc2ccc3c(C)cc(=O)oc3c2)cc1OC | -4 | 1 | -1 | 0.2 | 9 | 0 | -8 | 20 | 0.8
COc1cccc(N2CCN(CC(=O)Nc3ccccc3C(=O)NCCc3ccccc3)CC2)c1 | -4 | -27 | 30 | 12 | 53* | -4 | -4 | 0 | 3.6
O=C(CSc1nnc(-c2cccnc2)n1-c1ccccc1)NCc1ccc2c(c1)OCO2 | -13 | -15 | 1 | -0.4 | 5 | -3 | 24* | -10 | -0.1
COC(=O)CSc1ccnc2cc(Cl)ccc12 | -1 | -5 | 6 | 0.7 | 0 | -4 | -9 | 6 | 1.1
CCCOn1c(-n2nc(C)cc2C)nc2ccccc2c1=O | 7 | 0 | 4 | -1.0 | 5 | -4 | -3 | 7 | -0.2
Nc1nc(SCC(=O)N2CCCC2)[nH]c(=O)c1NC(=O)c1ccco1 | -3 | -8 | 2 | 0.5 | 4 | 0 | 11 | -7 | 1.4
C/C(=N\OC(=O)c1ccc(Cl)cc1)c1sc(-c2ccccc2)nc1C | -7 | 5 | 3 | 0.5 | 7 | -2 | -5 | 12 | 0.8
O=C1CN(C(=O)CCN2CCOCC2)C(c2ccccc2)c2cc(Br)ccc2N1 (configuration not stated) | -7 | -8 | -2 | 0.1 | -16 | -5 | -2 | 18 | 0.5
NC1=NC(c2cn(-c3ccccc3)nc2-c2cccs2)n2c(nc3ccccc32)N1 (configuration not stated) | 4 | -17 | 2 | 0.1 | 6 | -5 | -5 | 21 | 0.2
CCn1c(=O)n(CC)c2cc(S(=O)(=O)N3CCCCC3)c(C)cc21 | -5 | -11 | 7 | 0.0 | 4 | -5 | -24 | 18 | 1.6
CC(C)COc1cccc(C(=O)Nc2cc(S(=O)(=O)N3CCOCC3)ccc2N2CCCC2)c1 | · | · | 0 | · | -2 | -6 | -3 | -8 | 0.1
NS(=O)(=O)c1ccc(CCNC(=O)c2cnccn2)cc1 | -15 | -2 | 1 | 4.7 | 4 | -2 | -22 | 11 | 1.1
CCCCOc1ccc(CNC(=O)NS(=O)(=O)c2ccc(OCC)cc2)cc1 | -6 | -7 | -1 | -0.9 | -15 | 0 | 11 | -6 | -0.1
COc1cccc(COC(=O)c2cc(=O)[nH]c3ccc(S(=O)(=O)N4CCOCC4)cc23)c1OC | 2 | -25 | 1 | -0.6 | -4 | -7 | -2 | 7 | 0.8
CC(C)(C)C1CCC(=NNc2ncc(C(F)(F)F)cc2Cl)CC1 (configuration not stated) | -2 | -6 | -1 | -0.6 | -1 | -3 | -15 | 4 | 0.0
COc1ccc(NC(=O)Nc2nnc(Cc3ccccc3)s2)cc1 | -19 | -14 | 18 | 6.6 | 1 | 0 | 1 | 15 | 12
O=C(NCCCN1CCN(c2ccc(F)cc2)CC1)NC12CC3CC(CC(C3)C1)C2 | -15 | -23 | 18 | 5.7 | 6 | -2 | -1 | 1 | 5.3
O=C(Nc1nccs1)c1ccc([N+](=O)[O-])cc1Cl | -3 | 2 | -1 | -0.4 | 2 | 1 | 10 | -6 | 0.3
O=C1c2ccccc2C(=O)N1CCN1CCc2ccccc21 | -1 | -20 | 2 | -1.2 | 13 | -5 | 5 | 2 | 0.3
CCCCCCN1C[C@H](n2cc(COC(=O)c3ccccc3)nn2)[C@@H](O)C[C@@H]1c1ccccc1 | · | · | 0 | · | 0 | -4 | -13 | 10 | 0.8
CCOC(=O)C1CCCN(C(=O)Nc2c(-c3ccccc3)noc2C)C1 (configuration not stated) | -11 | -19 | 6 | -0.5 | 2 | 31* | 7 | -18 | 0.2
CCOc1cccc(N(C(=O)C2COc3ccccc3O2)C(C(=O)NC2CCCCC2)c2ccc(O)cc2)c1 (configuration not stated) | -3 | -1 | 0 | 1.8 | -19 | -12 | -4 | 18 | -0.3
